TRPC6 act: activates the mouse TRPC6 cation channel; B-score at 10 µM; HEK293-TRPC6 membrane potential dye fluorescence; active compounds read high; hit rate 0.13% among 310,000; Q61143;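 active = B-score of the integrated fluorescence ratio above library mean plus 3 SD, and starting fluorescence ratio within library mean plus 5 SD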;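 also: higher score means more depolarization so channel activation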
MrgX1 antag: blocks BAM8-22 activation of human MrgX1 receptor | Q96LB2 | MRGX1-HEK293 calcium flux, Fluo-4, BAM8-22 antagonism; active compounds read low | B-score at 10 µM | hit rate 1.3% among 310,000 | AID 588676;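 active = calcium-response B-score plate-corrected more than 3 library SD below zero, starting fluorescence within 5 deviations, no agonist response on first addition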;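 also: peak minus trough fluorescence over baseline after final BAM8-22 challenge near maximal dose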
Target sequence (Q96LB2 whole entry, looked up): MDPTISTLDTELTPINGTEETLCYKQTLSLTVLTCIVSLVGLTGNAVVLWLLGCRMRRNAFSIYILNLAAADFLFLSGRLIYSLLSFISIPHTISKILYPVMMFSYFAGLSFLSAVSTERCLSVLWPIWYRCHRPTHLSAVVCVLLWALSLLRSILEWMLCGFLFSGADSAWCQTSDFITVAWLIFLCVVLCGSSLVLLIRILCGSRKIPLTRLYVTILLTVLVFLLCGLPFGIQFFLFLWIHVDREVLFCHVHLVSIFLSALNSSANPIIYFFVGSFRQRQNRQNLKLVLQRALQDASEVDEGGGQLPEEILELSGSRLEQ
ANO1 activ: mouse TMEM16A channel activation, primary screen. HEK293 TMEM16A/YFP-H148Q/I152L, iodide quench fluorescence; active compounds read low. B-score at 10 µM. hit rate 0.3% among 340,000;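 active = fluorescence-ratio B-score plate-corrected deviation score at least 3 library SD below zero, with starting fluorescence score within 5 deviations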;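 also: channel opened by trigger with iodide after compound preincubation; score built on the fluorescence ratio of max minus min over baseline; more negative score means more quench and so TMEM16A activation or potentiation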
HDAC3 inhib: inhibitors of human histone deacetylase 3 | recombinant HDAC3, fluorogenic peptide/trypsin coupled, fluorescence | inhibition, % at 8.3 µM | hit rate 0.15% among 320,000 | AID 2718; in the data active = inhibition above about 26%, passing the limit was not always enough; inconclusive = no clear call, values can overlap the other calls
Target sequence (O15379 whole entry, looked up): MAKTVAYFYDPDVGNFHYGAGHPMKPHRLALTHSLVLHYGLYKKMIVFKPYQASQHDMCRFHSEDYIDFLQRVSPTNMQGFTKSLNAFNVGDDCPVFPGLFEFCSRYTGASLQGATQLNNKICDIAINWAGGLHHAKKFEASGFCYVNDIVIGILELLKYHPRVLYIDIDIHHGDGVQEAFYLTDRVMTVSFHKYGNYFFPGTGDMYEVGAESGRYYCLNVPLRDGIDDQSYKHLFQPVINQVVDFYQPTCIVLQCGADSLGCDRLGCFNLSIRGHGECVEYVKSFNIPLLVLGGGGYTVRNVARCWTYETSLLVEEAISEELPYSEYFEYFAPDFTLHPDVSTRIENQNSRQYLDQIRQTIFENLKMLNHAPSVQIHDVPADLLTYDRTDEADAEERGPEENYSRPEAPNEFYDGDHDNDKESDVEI
RGS4 inh: human RGS4 inhibition. P49798. HEK293 M3R/RGS4 inducible, Fluo-4 calcium flux; active compounds read high; triggered by carbachol at its EC20. B-score at 10 µM. hit rate 0.45% among 310,000;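 active = B-score, a plate-corrected calcium signal, over three deviations above library mean, with baseline fluorescence within five deviations of library mean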;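 also: RGS4 expression induced by doxycycline in cells with stable M3 receptor; B-score is computed from the integrated fluorescence ratio over baseline after carbachol; higher B-score means a larger calcium signal and so more RGS4 inhibition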
Target sequence (P49798 whole entry, looked up): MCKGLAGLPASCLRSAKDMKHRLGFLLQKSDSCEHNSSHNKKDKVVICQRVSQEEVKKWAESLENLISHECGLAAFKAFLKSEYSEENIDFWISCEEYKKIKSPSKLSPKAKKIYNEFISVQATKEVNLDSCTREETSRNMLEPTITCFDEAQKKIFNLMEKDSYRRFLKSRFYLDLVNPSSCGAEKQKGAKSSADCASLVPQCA
MrgX1 allo act: allosterically activates human MrgX1 receptor signaling | Q96LB2 | MrgX1-HEK293, Fluo-4 calcium flux, FDSS; active compounds read high | B-score at 10 µM | hit rate 0.63% among 310,000;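 active = plate-corrected calcium response at least 3 library SD above typical, normal starting fluorescence, not activating the receptor alone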;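 also: compound read alongside a low EC10 to EC30 dose of BAM8-22 agonist; peak minus trough fluorescence over baseline measured at the second addition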
RGS4 act: potentiators or activators of RGS4 | HEK293 M3R/inducible RGS4, carbachol calcium flux Fluo4; active compounds read low | B-score at 10 µM | hit rate 0.92% among 310,000 | AID 463111;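 active = B-score of the integrated calcium signal more than 4 SD below the library mean, with starting fluorescence not abnormally high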;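 also: negative B-score means reduced calcium response which marks RGS4 activation or potentiation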
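Also added: carbachol at ECmax as muscarinic agonist stimulus; Assay system: HEK293 cells with stable M3R and inducible RGS4; Timing: overnight RGS4 induction, 30 min dye load 37 °C, 20 min compound RT; Measured by: Fluo4-AM (2 µM) calcium-flux fluorescence, kinetic read.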
SKKanGAS inh: inhibitors of SKKanGAS S. pyogenes growth in kanamycin (SK-promoter or general growth effect); BacTiter-Glo, 6 h; inhibition, % at 7.5 µM; hit rate 1.3% among 300,000; AID 1662;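 active = mean replicate score, as percent of positive control median, at least 50; inconclusive = mean below 50 but one replicate at or above 50; inactive = mean and every replicate below 50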;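 also: strain carries kanamycin resistance gene driven by streptokinase promoter and grows in 40 µg/ml kanamycin; loss of luminescence reflects streptokinase promoter inhibition or plain growth inhibition; 0% = median of DMSO wells and 100% = positive control at its reference dose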
TRPC6 inhibitor: inhibitors of mouse TRPC6 channel; Q61143; HEK293-TRPC6, membrane potential dye, ACh-evoked depolarization; active compounds read low; B-score at 10 µM; hit rate 1.1% among 310,000; AID 2553;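 active = B-score under library mean minus 3 SD, initial fluorescence not abnormally high, positive integrated signal ratio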;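 also: B-score derived from integrated fluorescence ratio over the kinetic read; more negative B-score means stronger inhibition of depolarization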
MrgX1 agonist: human MrgX1 receptor agonism, primary screen | hit rate 0.44% among 310,000 | Q96LB2 | B-score at 10 µM | MrgX1-HEK293 cells, Fluo-4 calcium fluorescence, agonist mode; active compounds read high;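 active = calcium response B-score plate-corrected fluorescence ratio at least 3 library SD, with starting fluorescence B-score inside 5 SD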
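Material: MrgX1-expressing HEK293 cells; input: 15,000 cells per well; doses: test compound given as first of three sequential additions; schedule: overnight plating before 1 h dye loading; technique: Fluo-4 NW calcium-flux fluorescence, kinetic read; evaluation: baseline-normalised fluorescence change ratio, B-scored; control set: plate-wise positive and negative controls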
ANO1 block: blocks the mouse calcium-activated chloride channel TMEM16A | Q8BHY3 | HEK293 TMEM16A/YFP iodide influx fluorescence, ionomycin | normalized B-score (activity score, 25-100; higher = stronger inhibition) at 10 µM | hit rate 1.2% among 310,000 | AID 588511;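 active = ratio plate-corrected score three or more library SD toward inhibition, starting fluorescence score within five deviations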;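 also: score derived from kinetic fluorescence span divided by baseline fluorescence per well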
Numbers without * were called inactive; i = inactive; ? = inconclusive; . = no result given.

SMILES	TRPC6 act	MrgX1 antag	ANO1 activ	HDAC3 inhib	RGS4 inh	MrgX1 allo act	RGS4 act	SKKanGAS inh	TRPC6 inhibitor	MrgX1 agonist	ANO1 block
Cc1ccccc1CN1C(=O)CSc2ccc(C(=O)N3CCOCC3)cc21	i	i	i	5	i	i	i	2	i	i	i
O=[N+]([O-])c1c(Nc2cccc(O)c2)cc(Cl)c2nonc12	i	-11*	-11*	5	i	i	i	?	i	i	25*
Cc1cccc(C)c1NC(=S)N1CCOCC1	i	i	i	-3	i	i	i	23	i	i	i
CC(C)(C)NC(=O)CSc1ncnc2c1nnn2Cc1ccccc1Cl	i	i	i	5	i	i	i	-4	i	i	i
CC(C)(C)NC(=O)C(c1ccc(F)cc1)N(Cc1ccco1)C(=O)CCC(=O)Nc1nccs1 (stereo not drawn)	i	i	i	7	i	i	i	0	i	i	i
COc1ccc(CCNC(=O)C2CCN(C(=O)c3ccc(Br)cc3)CC2)cc1OC	i	i	i	6	i	i	i	0	i	i	i
Cc1ccc(NC(=O)Cc2ccccc2Cl)cc1S(=O)(=O)N(C)C	i	i	i	-4	i	i	i	2	i	i	i
CCN(CC)S(=O)(=O)c1ccc(NN)nc1	i	i	i	4	i	i	i	-5	i	i	i
CN(CC(=O)NCc1ccccn1)S(=O)(=O)c1ccccc1	i	i	i	-1	i	i	i	-2	i	i	i
COc1ccc(C(=O)OCC(=O)Nc2cc(C)on2)cc1S(=O)(=O)N1CCOCC1	i	i	.	-8	i	i	i	-9	i	i	i
COc1ccc(-c2cnc(N)nc2-c2ccc(OCc3ccccc3)cc2O)cc1	i	i	i	16	i	i	i	18	i	i	i
CC1(C)CC(=O)C(Sc2nnc(-c3ccc(NS(C)(=O)=O)cc3)n2Cc2ccco2)C(=O)C1	.	i	i	-1	.	i	.	.	.	i	i
CCOC(=O)c1nnn(-c2nonc2N)c1CSc1nnc(N)s1	i	i	i	-7	i	i	i	-1	i	i	i
O=CN1CCN(C(=S)Nc2ccc(OC(F)F)cc2)CC1	i	i	i	-2	i	i	i	-1	i	i	i
c1ccc2[nH]c(CN3CCOCC3)nc2c1	i	i	i	-7	i	i	i	1	i	i	i
CCOC(=O)N1CCN(C(=O)c2ccc3oc(CCCc4ccccc4)nc3c2)CC1	i	i	i	1	i	i	i	9	i	i	i
COc1ccc(OCCOC(=O)c2[nH]c(C)c(C(C)=O)c2C)cc1	i	i	i	1	i	i	i	-17	i	i	i
NS(=O)(=O)c1ccc(Nc2ccc3nonc3c2[N+](=O)[O-])cc1	i	i	i	5	i	i	i	0	i	i	i
CCN1CCn2c1nc(N1CCCCC1)nc2=O	i	i	i	4	i	i	i	0	i	i	i
CCOC(=O)c1c(C)[nH]c(C)c1S(=O)(=O)NCc1ccccc1C	i	i	i	9	i	i	i	-4	i	i	i
O=C(CN(C1CCCCC1)S(=O)(=O)c1ccc(F)cc1)NCCCO	i	i	i	11	i	i	i	-7	i	i	i
COc1ccc(Cl)cc1S(=O)(=O)Nc1noc2ccccc12	i	i	i	2	i	i	i	3	i	i	i
Fc1ccc(CNCc2ccc3c(c2)OCO3)cc1	i	i	i	3	i	i	i	-2	i	i	i
Cc1cc(NC(=O)CCC(=O)N(c2ccc(F)cc2)C(C(=O)NC2CCCC2)c2cccnc2)no1 (stereo not drawn)	i	i	i	0	i	i	i	-1	i	i	i
O=C(Nc1ccc(F)cc1)Nc1ccc(Oc2ncnc3cc(Cl)ccc23)nc1	i	i	i	-9	i	i	i	-16	i	i	i
Cc1ccc(S(=O)(=O)NC(=O)Nc2ccc(C)cn2)cc1	i	i	i	-2	i	i	i	7	i	i	i
O=C(O)CCCN1C(=O)/C(=C/c2ccc(-c3nc4ccccc4s3)o2)SC1=S	i	i	i	6	22*	i	-9.2*	28	i	i	i
COc1ccc(N2C(=O)CC(Sc3n[nH]c(-c4ccc(C)cc4)n3)C2=O)cc1 (stereo not drawn)	i	i	i	-4	i	i	i	2	i	i	i
CCOC(=O)C1=C(O)C(=O)NC(c2ccccc2)=C(OCC)C1	i	i	i	3	i	i	i	16	i	i	i
CCN=C(N/N=C/c1ccc([N+](=O)[O-])cc1)SC	i	i	i	15	i	i	i	-4	i	i	i
COc1ccc(NC(=S)Nc2ccc(S(=O)(=O)N3CCOCC3)cc2)c(OC)c1	i	i	i	5	i	i	i	0	i	i	i
O=C(NNC1CC(=O)N(c2ccc(Br)cc2)C1=O)c1cccnc1 (stereo not drawn)	i	i	i	-1	i	i	i	7	i	i	i
O=C(c1ccco1)N(Cc1cc2ccccc2[nH]c1=O)CC1CCCO1 (stereo not drawn)	i	i	i	-6	i	i	i	-6	i	i	i
COc1cc(C)nc(Nc2nc(C)c(C(C)=O)s2)n1	i	i	i	-2	i	i	i	-2	i	i	i
COc1ccc(S(=O)(=O)N2CCN(c3ncccn3)CC2)cc1OC	i	i	i	-5	i	i	i	-3	i	i	i
O=C(Cc1ccc(Cl)cc1)Nc1ccc(NC(=O)c2cccs2)cc1	i	i	i	5	i	i	i	1	i	i	i
Cc1[nH]c2ccc(C(=O)N3CCN(c4cccc(Cl)c4)CC3)cc2c1C	i	i	i	-3	i	i	i	27	i	i	i
CCCNCC1C(Oc2ccc(Cl)cc2)C(=O)N1c1ccccc1C (stereo not drawn)	i	i	i	2	i	i	i	0	i	i	i
Fc1cccc(Cl)c1CNn1cn[nH]c1=S	i	i	i	1	i	i	i	-4	i	i	i
CCN(C(=O)CSc1nncs1)c1c(N)n(Cc2ccccc2)c(=O)[nH]c1=O	i	i	i	2	i	i	i	-7	i	i	i
COC(=O)c1cn(S(=O)(=O)c2ccccc2)c2ccccc12	i	i	.	5	i	i	i	19	i	i	i
O=C(O)CN1C(=O)/C(=C\c2cccc(OC(=O)c3ccco3)c2)SC1=S	i	i	i	9	i	i	i	14	i	i	i
O=C(CCNC(=O)c1ccccc1)Nc1ccc(F)c(Cl)c1	i	i	i	4	i	i	i	-8	i	i	i
COCCCNC(=O)CCCC(=O)NCCCOC	i	i	i	2	i	i	i	-3	i	i	i
COc1ccc(/C=C(/NC(=O)c2cccs2)C(=O)NCc2ccco2)cc1OC	i	i	i	5	i	i	i	14	i	i	i
CCc1ccc(CNC(=O)c2ccc(OC)c(OC3CCN(C(C)C)CC3)c2)nc1	i	i	i	-3	i	i	i	3	i	i	i
Cc1cccc(OCC(=O)NCCCNC(=O)c2cnccn2)c1	i	i	i	-5	i	i	i	6	i	i	i
O=C(CSCc1ccccc1Br)N/N=C/c1ccc2c(c1)OCO2	i	i	i	16	i	i	i	32	i	i	i
CCOc1ccc(-n2c(=O)c3c(C)c(C(=O)N(C)C)sc3n(CC(=O)Nc3ccccc3F)c2=O)cc1	i	i	i	2	i	i	i	-1	i	i	i
O=C(NNC(=O)c1ccccc1Cl)c1ccco1	i	i	i	-3	i	i	i	-6	i	i	i
CCCS(=O)(=O)N1CCC(C(=O)NCC2CCCO2)CC1 (stereo not drawn)	.	i	i	-2	.	i	.	.	.	i	i
CC(SCc1ccccc1)C(=O)N/N=C/c1ccc(OCC(=O)NCc2ccco2)cc1 (stereo not drawn)	i	i	i	-1	i	i	i	0	i	i	i
Cc1nn(C)c(C)c1NC(=O)c1ccc(Br)o1	i	i	i	3	i	i	i	-19	i	i	i
O=C(NCC1CCCN(C(=O)c2cccnc2)C1)c1ccc(-c2ccccc2)cc1 (stereo not drawn)	i	i	i	-7	i	i	i	-12	i	i	i
O=C(c1ccc(S(=O)(=O)NCc2ccco2)cc1)N1CCCC(C(F)(F)F)C1 (stereo not drawn)	i	i	i	-4	i	i	i	-2	i	i	i
O=S(=O)(Cc1ccccc1Cl)c1ncn[nH]1	i	i	i	.	i	i	i	-1	i	i	i
O=C(COC(=O)COc1ccccc1F)Nc1ccc(Cl)cn1	i	i	i	-3	i	i	i	1	i	i	i
C=C(C)C(=O)OC1(C(F)(F)F)Oc2cc(C)ccc2NC1=O (stereo not drawn)	i	i	i	29*	i	i	i	-5	i	i	i
CC(C)CNC(=O)CN(C)S(=O)(=O)c1ccc(F)cc1	i	i	i	-3	i	i	i	-12	i	i	i
Cc1nnc(N(C)C(=O)c2ccccn2)s1	i	i	i	-4	i	i	i	-1	i	i	i
(listing goes on)
SMILES	TRPC6 act	MrgX1 antag	ANO1 activ	HDAC3 inhib	RGS4 inh	MrgX1 allo act	RGS4 act	SKKanGAS inh	TRPC6 inhibitor	MrgX1 agonist	ANO1 block
Oc1c(Cl)cc(Cl)cc1C1Nc2ccccc2-n2cccc21 (stereo not drawn)	i	i	i	-3	i	i	i	1	i	i	i
Cc1cc(NC(=S)N(CCN2CCCCC2)Cc2ccco2)ccc1Cl	i	i	i	2	i	i	i	1	i	i	i
Cn1c(=O)c2c(nc(N3CCCCCC3)n2Cc2cccc3ccccc23)n(C)c1=O	i	i	i	-1	i	7.5*	i	13	-8.8*	i	100*
O=C(COC(=O)c1ccc(S(=O)(=O)C(F)F)cc1)NC(=O)NC1CCCCC1	i	i	i	2	i	i	i	9	i	i	i
CC(=O)N1c2ccc(S(=O)(=O)N(C)CC(=O)Nc3cccc(C)c3)cc2CC1C (stereo not drawn)	i	i	i	1	i	i	i	0	i	i	i
COC(=O)c1ccc(C(=O)N2CCCC(Nc3ccc(C(C)C)cc3)C2)nc1 (stereo not drawn)	i	i	i	2	i	i	i	-10	i	i	i
COc1cc2sc(C)nc2c2sccc12	i	i	i	7	i	i	i	-5	i	i	i
Cc1nn(-c2ccccc2)c2sc(C(=O)OCn3nnc4ccccc4c3=O)cc12	i	i	i	.	i	i	i	2	i	i	i
COc1cccc(C(=O)N2CCN(Cc3ccccc3C(F)(F)F)CC2)c1	i	i	i	2	i	i	i	-2	i	i	i
CCOC(=O)c1c(C)noc1CP(=O)(c1ccccc1)c1ccccc1	i	i	i	-3	i	i	i	-7	i	i	i
CCOC(=O)C(=O)CC(=O)c1ccc2c(c1)OCCO2	i	i	i	6	i	i	i	-11	i	i	i
COc1cc(OC)nc(Oc2ccccc2C(=O)Oc2ccc(C)cc2)n1	i	i	i	-1	i	i	i	3	i	i	i
